HEK cytotox – kills HEK 293 cells; actives 6.6% (n = 94,000); HEK 293 viability, ATP luminescence (CellTiter-Glo), 48-72 h; Potency, µM (titrated, usually from 115 µM), for the others: at the highest dose activity change, negative = cytotoxicity, actives largely listed as inhibitors; also: potency is read from the fitted curve at half-maximal effect; nearly all actives have a fitted effect of over 60% in size
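Viability of HEK 293 cells, plated at 250 cells/well, was judged by cellular ATP after compound treatment for 48 or 72 hr. Luminescence was imaged 10 min after CellTiter-Glo addition at room temperature.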
SNCA expr inh – inhibitors of alpha-synuclein (SNCA) gene expression; HEK-293 SNCA-luciferase knock-in, luminescence, 24 h; Potency, µM (doses to about 57.2 µM), for inactives: at the top dose activity change, negative = inhibition, usual class: inhibitors; actives 0.17% (n = 140,000);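 also: potency is read from the fitted curve at half-maximal effect; plate controls were DMSO cells for no effect and cell-free wells for full effect; nearly all actives have a fitted effect of over 45% in size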
Luciferase inh – Photinus pyralis luciferase inhibition. P08659. purified P. pyralis luciferase, luminescence, biochemical. Potency, µM (series often up to 115 µM), for inactives: top-dose activity change, negative = inhibition, hits mostly inhibitors. actives 2.5% (n = 76,000). AID 1347043; also: potency is read from the fitted curve at half-maximal effect; nearly all actives have a fitted effect of over 65% in size
Target sequence (P08659 whole entry, looked up): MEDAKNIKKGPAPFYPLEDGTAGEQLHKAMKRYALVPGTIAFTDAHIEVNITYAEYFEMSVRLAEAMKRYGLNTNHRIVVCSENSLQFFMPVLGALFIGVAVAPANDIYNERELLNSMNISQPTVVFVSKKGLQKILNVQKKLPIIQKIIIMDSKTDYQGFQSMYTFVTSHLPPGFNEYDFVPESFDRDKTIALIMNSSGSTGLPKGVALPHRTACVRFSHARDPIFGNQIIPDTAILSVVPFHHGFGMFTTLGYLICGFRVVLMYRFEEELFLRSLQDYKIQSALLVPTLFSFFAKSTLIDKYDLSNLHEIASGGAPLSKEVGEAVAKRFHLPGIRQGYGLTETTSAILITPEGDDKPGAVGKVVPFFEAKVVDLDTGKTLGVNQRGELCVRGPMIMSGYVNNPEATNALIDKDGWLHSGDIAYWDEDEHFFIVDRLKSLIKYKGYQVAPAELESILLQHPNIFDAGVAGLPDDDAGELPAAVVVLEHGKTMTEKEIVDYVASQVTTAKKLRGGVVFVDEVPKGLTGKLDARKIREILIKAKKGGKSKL
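Biochemical qHTS: compound (6-point titration) added to 10uM D-luciferin plus 10uM ATP in Tris acetate pH 7.5 buffer with Mg, Tween-20 and BSA, then purified enzyme at 10nM; light output imaged.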
IP6K1 inh – IP6K1 kinase inhibition. Q92551. IP6K1 kinase, ADP-Glo luminescence, 2 h; stronger effect = lower value. activity change, % (series mostly up to about 58 µM). actives 0.81% (n = 140,000). AID 1645851; in the data active = activity change below about -25%
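ADP-Glo luminescence measures ADP made by human IP6K1 during a 2 h RT reaction with ATP/IP6 (mix at 1.3 mM/130 uM); top library doses 57.5 and 19.1 uM final.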
GPT2 inh – blocks human glutamate pyruvate transaminase 2; actives 0.25% (n = 100,000); Recombinant GPT2, coupled pyruvate oxidase/HRP Amplex Red fluorescence; Potency, µM (titrated, usually from 57.7 µM), for inactives: at the top dose activity change, negative = inhibition, hits mostly inhibitors; also: potency is read from the fitted curve at half-maximal effect; nearly all actives have a fitted effect of over 60% in size; many of its hits are not listed in these tables
Target sequence (Q8TD30 whole entry, looked up): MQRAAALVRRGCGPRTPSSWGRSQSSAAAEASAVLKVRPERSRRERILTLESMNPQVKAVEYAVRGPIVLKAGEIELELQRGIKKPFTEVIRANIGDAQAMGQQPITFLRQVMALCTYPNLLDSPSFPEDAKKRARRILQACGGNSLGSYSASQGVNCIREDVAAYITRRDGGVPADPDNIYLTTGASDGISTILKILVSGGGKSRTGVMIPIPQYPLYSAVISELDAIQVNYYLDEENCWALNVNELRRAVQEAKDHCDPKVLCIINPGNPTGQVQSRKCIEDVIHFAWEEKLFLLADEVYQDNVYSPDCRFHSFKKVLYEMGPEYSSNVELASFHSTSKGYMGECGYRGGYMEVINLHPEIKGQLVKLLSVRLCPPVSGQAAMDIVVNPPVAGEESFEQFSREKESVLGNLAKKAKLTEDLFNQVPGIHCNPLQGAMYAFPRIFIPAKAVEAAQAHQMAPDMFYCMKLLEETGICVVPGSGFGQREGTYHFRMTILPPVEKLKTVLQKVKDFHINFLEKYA
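Inhibition is scored from Amplex Red fluorescence generated when pyruvate oxidase and HRP act on pyruvate released by GPT2. Reactions contain 10ng/uL enzyme, 250uM a-KG and 2mM L-alanine and run 30 min at room temperature.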
NIH3T3 tox – cytotoxic compounds in NIH 3T3 cells. Potency, µM (doses to about 96.7 µM), without a hit: at the highest dose activity change, negative = cytotoxicity, hits mostly inhibitors. AID 1345082. actives 4.3% (n = 94,000). NIH 3T3 viability, CellTiter-Glo ATP luminescence, 48-72 h; also: potency is read from the fitted curve at half-maximal effect; nearly all actives have a fitted effect of over 55% in size
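Mouse fibroblast NIH 3T3 cells, 400 per well, received compound via pintool and were incubated for 48 or 72 hr prior to CellTiter-Glo ATP luminescence measurement.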
HEK293 viab – counter-screen for SNCA expression inhibitors: cell viability. HEK-293-SNCA-luc viability, GF-AFC fluorescence, 24 h. Potency, µM (top dose mostly 57.1 µM), without a hit: at the top dose activity change, negative = cytotoxicity, usual class: cytotoxic. actives 0.12% (n = 150,000);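 also: potency is read from the fitted curve at half-maximal effect; 0% = DMSO-treated cells and -100% = medium-only wells without cells; nearly all actives have a fitted effect of over 30% in size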
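Cytotoxicity counterscreen: after 24 h compound treatment of genome-edited SNCA-luciferase HEK-293 cells, live-cell protease substrate GF-AFC read by fluorescence after 30 min; activity scaled between DMSO (0%) and medium-only (-100%), curves Hill-fitted.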
Active calls of the source: *; & = joins results of further samples; [ ] = dose if it differs, or a comment. Unless noted, calls follow the shape of the dose curve; as a rule, active = well fitted curve in the direction sought with a large enough effect; inconclusive = small, poorly fitted or top-dose-only effect, or another doubt; inactive = no such curve, though single readings can be large; an effect the other way counts as inactive or inconclusive. Unless noted, % is scaled to controls: 0 for no effect and ±100 for the full control effect.

For c1cc(-c2nc(C3CCNC3)no2)ccn1 (stereo not drawn) the results were HEK cytotox -4.0%, SNCA expr inh 35.6%, Luciferase inh -8.4%, IP6K1 inh 3.8, GPT2 inh inactive, NIH3T3 tox inactive and HEK293 viab -3.5%.
COCCNC(=O)Cn1c(=O)c2cccn2c2ccc(F)cc21 was read as SNCA expr inh 5.1%, IP6K1 inh 12.1 and HEK293 viab -4.6%.
COc1cc(F)ccc1-c1cc(-c2c(C)noc2C)cc2c1C(=O)N(C)C2 was read as HEK cytotox inconclusive, SNCA expr inh 40.4%[activator][87.6 µM], Luciferase inh -1.2%[172 µM], IP6K1 inh 4.6, GPT2 inh inconclusive, NIH3T3 tox inconclusive and HEK293 viab -6.4%[87.6 µM].
For Cc1ccc(NC(=O)CCS(=O)(=O)c2cccc3nsnc23)c(C)c1 the results were SNCA expr inh 44.4%[activator], IP6K1 inh 17.9 and HEK293 viab -5.8%.
COc1ccccc1C(=O)N1CCC(CCOc2ccc(C)cc2)C1 (stereo not drawn) was read as HEK cytotox 39.8µM*, SNCA expr inh -7.8%, Luciferase inh -3.2%, IP6K1 inh 6.7, GPT2 inh -1.5%, NIH3T3 tox inconclusive and HEK293 viab 6.0%.
For Cc1ccc(C(=O)N2CCC(N3C(=O)c4c(c(C)nn4-c4ccccc4)C3C)C2)cc1 (stereo not drawn) the results were HEK cytotox inconclusive, IP6K1 inh 2.6 and NIH3T3 tox inconclusive.
Screening COC(=O)c1c(-c2ccc(Cl)cc2)noc1N1CCN(c2ccc(C(C)=O)cc2)CC1 returned SNCA expr inh -2.2%, IP6K1 inh -0.9 and HEK293 viab -10.4%.
For CNC(=O)c1cc(C)nc2onc(C3CCCN3C(C)=O)c12 (stereo not drawn) the results were HEK cytotox inconclusive, IP6K1 inh -10.9 and NIH3T3 tox inactive.
Screening Cc1ccc(C2=NC3(CCN(C(=O)Cc4ccc(F)cc4)CC3)ON2)cc1 returned HEK cytotox inconclusive, SNCA expr inh 0.7%, Luciferase inh -6.0%, IP6K1 inh -5.3, GPT2 inh -3.9%, NIH3T3 tox -23.6% and HEK293 viab -4.3%.
`COc1ccc(C(=O)Nc2nc3nc(C)c(Cc4ccccc4)c(=O)n3[nH]2)cc1OC` gave SNCA expr inh 4.7%, IP6K1 inh -17.4 and HEK293 viab 1.2%.
Screening O=C1CCN(S(=O)(=O)c2ccc3c(c2)OCCO3)CCCC(CO)CCN1 (stereo not drawn) returned HEK cytotox inactive, SNCA expr inh -0.4%, Luciferase inh -4.3%, IP6K1 inh -3.9, GPT2 inh inactive, NIH3T3 tox -16.0% and HEK293 viab -10.6%.
Screening CC(C)(C)c1cc(CC2(NCc3ccc(OC(F)(F)F)cc3)COC2)no1 returned HEK cytotox inconclusive, SNCA expr inh 1.2%[87.6 µM], Luciferase inh 10.9%[172 µM], IP6K1 inh -4.1, GPT2 inh inconclusive, NIH3T3 tox 112µM* and HEK293 viab -0.3%[87.6 µM].

Ordered by molecular weight (lowest first): 3 of the compounds above
COCCNC(=O)Cn1c(=O)c2cccn2c2ccc(F)cc21 was read as SNCA expr inh 5.1%, IP6K1 inh 12.1 and HEK293 viab -4.6%.
For Cc1ccc(NC(=O)CCS(=O)(=O)c2cccc3nsnc23)c(C)c1 the results were SNCA expr inh 44.4%[activator], IP6K1 inh 17.9 and HEK293 viab -5.8%.
Screening O=C1CCN(S(=O)(=O)c2ccc3c(c2)OCCO3)CCCC(CO)CCN1 (stereo not drawn) returned HEK cytotox inactive, SNCA expr inh -0.4%, Luciferase inh -4.3%, IP6K1 inh -3.9, GPT2 inh inactive, NIH3T3 tox -16.0% and HEK293 viab -10.6%.

Further entries follow:
`Cn1nnnc1C1CCCN(C(=O)c2ccccc2F)C1` (stereo not drawn) gave HEK cytotox -4.1%, SNCA expr inh 5.3%, Luciferase inh 5.3%, IP6K1 inh 1.8, GPT2 inh 2.6%, NIH3T3 tox 0.0% and HEK293 viab 2.4%.
Screening Cc1ccc(-n2nc(CO)c(C(=O)NCCCCc3ccccc3)n2)cc1 returned SNCA expr inh 24.9%, IP6K1 inh 47.2 and HEK293 viab 13.2%.
Cc1ccc2c(C(=O)N3CCN(CC(C)C)CC3)cc(NC(=O)C3CCC3)cc2n1 was read as HEK cytotox 7.7%, SNCA expr inh -28.1%, Luciferase inh -9.6%, IP6K1 inh 22.9, GPT2 inh -2.2%, NIH3T3 tox inactive and HEK293 viab 9.9%.
For Cc1cccc(CNC(=O)c2ccc3nc(-c4ccccc4)c(-c4ccccc4)nc3c2)c1 the results were SNCA expr inh -16.8%, IP6K1 inh 18.4 and HEK293 viab 8.2%.
Screening N#Cc1ccccc1CN1CC[C@@H]2C(=O)NCCCCCCN(Cc3ccncc3)[C@@H]2C1 returned HEK cytotox -22.0%, SNCA expr inh 8.5%, Luciferase inh -4.3%, IP6K1 inh 36.2, GPT2 inh inactive, NIH3T3 tox -28.6% and HEK293 viab -8.9%.
For Cc1oc(-c2ccc(Cl)cc2)nc1Cn1c(=O)cc(C)c2c(C)nn(-c3ccccc3)c21 the results were SNCA expr inh -5.8%, IP6K1 inh 17.9 and HEK293 viab 2.0%.
Screening CCc1ccc(-c2nc(C3CC(=O)N(c4ccc(Cl)cc4)C3)no2)cc1 (stereo not drawn) returned HEK cytotox 4.4%, SNCA expr inh -10.7%, Luciferase inh -3.9%, IP6K1 inh -5.0, GPT2 inh 3.0%, NIH3T3 tox -8.1% and HEK293 viab 6.4%.
`O=C(Nc1cccc(-n2cccn2)c1)C1CCCN1S(=O)(=O)c1cccs1` (stereo not drawn) gave HEK cytotox inconclusive, SNCA expr inh 11.0%, Luciferase inh -15.9%, IP6K1 inh 21.4, GPT2 inh -1.3%, NIH3T3 tox -20.8% and HEK293 viab -9.9%.
COc1ccc(NC(=O)Cn2ccn3nc(-c4ccc(F)cc4)c(CO)c3c2=O)c(OC)c1 was read as HEK cytotox -4.2%, SNCA expr inh -5.2%, Luciferase inh 2.8%, IP6K1 inh 6.0, GPT2 inh inconclusive, NIH3T3 tox -1.3% and HEK293 viab 13.3%.
CCCN1C(=O)Cc2ccccc2C1C(=O)O (stereo not drawn) was read as HEK cytotox -0.3%, SNCA expr inh 7.0%, Luciferase inh -5.0%, IP6K1 inh 7.7, GPT2 inh inactive, NIH3T3 tox inactive and HEK293 viab -16.3%.
Screening CCOc1ccccc1NC(=O)CSc1ncc(S(=O)(=O)c2ccc(C(C)(C)C)cc2)c(=O)[nH]1 returned SNCA expr inh 8.6%, IP6K1 inh 4.0 and HEK293 viab 10.9%.
Screening CC(=O)c1ccc(NC(=O)CN2C(=O)NC3(CCCCC3)C2=O)cc1 returned HEK cytotox -6.8%, SNCA expr inh -10.2%, Luciferase inh -0.2%, IP6K1 inh 17.5, GPT2 inh -6.3%, NIH3T3 tox 1.4% and HEK293 viab 5.2%.
O=C(NC1CCCCC1)C1CCCN(c2ccnc3ccnn23)C1 (stereo not drawn) was read as HEK cytotox inconclusive, SNCA expr inh -24.3%, IP6K1 inh 5.8, GPT2 inh 3.5%, NIH3T3 tox inconclusive and HEK293 viab -8.6%.
`COc1cccc(CC(=O)NC2CCN(c3cn[nH]c(=O)c3)CC2)c1` gave HEK cytotox 1.2%, SNCA expr inh 0.3%, Luciferase inh -4.3%, IP6K1 inh 3.6, GPT2 inh -6.4%, NIH3T3 tox -17.8% and HEK293 viab 3.1%.
For COc1ccc(-c2nc(C)c(CCNC(=O)C(=O)Nc3cccc(F)c3)s2)cc1OC the results were SNCA expr inh 64.9%[activator], IP6K1 inh -0.9 and HEK293 viab 0.9%.
For COc1cc(NC(=O)c2cc3n(n2)CC(c2ccc(Br)cc2)OC3)cc(OC)c1OC (stereo not drawn) the results were HEK cytotox inconclusive, SNCA expr inh inconclusive, Luciferase inh -12.3%, IP6K1 inh -3.5, GPT2 inh -6.9%, NIH3T3 tox inconclusive and HEK293 viab -19.3%.
O=C(C1CCCN(Cc2cccc(-c3ccsc3)c2)C1)N1CCN(Cc2ccccc2)CC1 (stereo not drawn) was read as HEK cytotox 39.8µM*, IP6K1 inh -14.8 and NIH3T3 tox 39.8µM*.
Screening CC(=O)N1CC2(CCN(Cc3ccc(Cl)cc3)CC2)Cc2ccccc21 returned HEK cytotox inconclusive, SNCA expr inh -26.0%, IP6K1 inh -14.0, GPT2 inh inactive, NIH3T3 tox inconclusive and HEK293 viab -18.7%.
Screening Cc1cccc(-c2nc(C)c(CCNC(=O)C(=O)Nc3cccc(Cl)c3C)s2)c1 returned SNCA expr inh 20.3%, IP6K1 inh 2.8 and HEK293 viab -7.3%.
`COc1ccc(C(=O)NCC2CCOC2)cc1OC1CCN(C(C)C)CC1` (stereo not drawn) gave HEK cytotox -23.6%, SNCA expr inh 12.5%, Luciferase inh 4.7%, IP6K1 inh -2.9, GPT2 inh inactive, NIH3T3 tox -5.6% and HEK293 viab -7.4%.
`CSCCC(=O)N1CCC2(CCCN(Cc3cccnc3)C2=O)C1` (stereo not drawn) gave HEK cytotox 13.3%, SNCA expr inh -2.9%, Luciferase inh 4.8%, IP6K1 inh 10.2, GPT2 inh -0.5%, NIH3T3 tox inactive and HEK293 viab -0.3%.
For O=C(NCc1ccccc1Cl)C1CCCCN1Cc1ccc(-c2ccsc2)cc1 (stereo not drawn) the results were HEK cytotox 35.5µM*, SNCA expr inh -9.2%, IP6K1 inh 0.6, GPT2 inh -10.0%, NIH3T3 tox 28.2µM* and HEK293 viab 3.9%.
For CC(NC(=O)OCc1ccccc1)c1nc2cccnc2n1C1CC1 (stereo not drawn) the results were HEK cytotox -7.5%, SNCA expr inh 36.8%&1.2%[activator], Luciferase inh -5.0%, IP6K1 inh 0.0&-3.7, GPT2 inh 1.5%, NIH3T3 tox -14.4%&1.5% and HEK293 viab 1.9%&-0.4%.
O=C([C@@H]1C[C@H](Oc2ccccc2)CN1)N1CCOCC1 was read as HEK cytotox -19.6%, SNCA expr inh 15.9%, Luciferase inh 8.2%, IP6K1 inh 18.6, GPT2 inh -7.9%, NIH3T3 tox 1.6% and HEK293 viab 1.4%.
Cc1cccc(C)c1OCC(=O)NC(Cc1c[nH]c2ccccc12)C(=O)O (stereo not drawn) was read as SNCA expr inh -23.2%, IP6K1 inh 27.8 and HEK293 viab 3.0%.
For COc1ccc(-c2nc(-c3c(C)noc3C)cc3cc(CO)oc23)cn1 the results were HEK cytotox inconclusive, SNCA expr inh 74.3%[activator][87.6 µM], Luciferase inh 4.2%[172 µM], IP6K1 inh 10.8, GPT2 inh 0.9%[88.5 µM], NIH3T3 tox inconclusive and HEK293 viab 5.6%[87.6 µM].
O=C(Nc1cccc(NC(=O)c2ccccc2Cl)c1)c1cccc(Br)c1 was read as SNCA expr inh -5.5%, IP6K1 inh 4.9 and HEK293 viab 4.8%.
`Cc1cc(CN(C)C(=O)c2cc(COc3ccc(F)cc3F)on2)n[nH]1` gave HEK cytotox inconclusive, SNCA expr inh 68.5%[activator], Luciferase inh -9.5%, IP6K1 inh 20.4, GPT2 inh inconclusive, NIH3T3 tox inconclusive and HEK293 viab -3.1%.

The list is partial; the hit share may differ from the screen's.
